Source: PubChem
NOD2 inhibition – NOD2 signaling inhibitors, cell-based, luminescence, uHTS, HEK293 (AID 1566) | HEK293 NOD2/NF-kB luciferase reporter, luminescence; higher % means a stronger effect | one-dose inhibition, % at 4 µM; EC50 in µM for titrated hits | 290,000 tested, 0.63% active; also: many of its hits are not listed in these tables
TNAP activation fold – human TNAP enzyme activators, primary screen, biochemical, luminescent, no phosphate acceptor, uHTS (AID 1001) | purified TNAP, luminescent activation assay, no phosphate acceptor; higher activation fold means a stronger effect | activation fold at 20 µM; hits with a dose series show EC50 in µM | 200,000 tested, 0.03% active; in the data active = activation fold from about 3, or a potency from the dose series; inactive = the rest, 99 in 100 with activation fold below about 1.6; also: many of its hits are not listed in these tables
KOR beta-arrestin-1 – kappa opioid receptor blockers – cell-based, luminescence, uHTS (AID 1778) | KOR beta-arrestin recruitment, luminescence, antagonist mode; higher % means a stronger effect | 290,000 tested, 0.091% active | one-dose inhibition, % at 10 µM; IC50 in µM for titrated hits; also: strong numbers were not always called active
human PMI inhibition – MPI enzyme activity inhibition – biochemical, fluorescence intensity, coupled assay, primary screen (AID 1209); 190,000 tested, 0.42% active; inhibition, % at 20 µM, or IC50 in µM where a hit was titrated; purified PMI enzyme, coupled fluorescence intensity; higher % means a stronger effect;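 also: plate controls were DMSO vehicle for no effect and wells lacking substrate for full effect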
NOD1 inhibition – inhibition of NOD1-driven NF-kB reporter – cell-based, luminescence, uHTS, primary screen (AID 1578) | 290,000 tested, 1% active | one-dose inhibition, % at 4 µM; EC50 in µM for titrated hits | NOD1-driven NF-kB luciferase reporter cells, luminescence; higher % means a stronger effect; in the data active = inhibition mostly above about 36%, no sharp cut-off; inactive = mostly below about 34%;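 also: HEK-293T reporter cells stimulated with the NOD1 agonist gamma-tri-DAP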
KOR beta-arrestin-2 – KOR agonists, beta-arrestin recruitment, primary screen, cell-based, luminescence, uHTS (AID 1777) | KOR beta-arrestin recruitment, luminescence; higher % means a stronger effect | one-dose activation, % at 10 µM; EC50 in µM for titrated hits | 280,000 tested, 0.02% active; in the data active = activation above about 50%, passing the limit was not always enough; also: a part of the inactive calls stands beside numbers as strong as those of hits
LYP phosphatase – inhibitors of LYP phosphatase, biochemical, fluorescence intensity, uHTS (AID 1779); recombinant LYP phosphatase, fluorescence intensity; higher % means a stronger effect; inhibition, % at 11.5 µM, or IC50 in µM where a hit was titrated; 290,000 tested, 0.054% active;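 also: plate controls were vehicle with enzyme for no effect and no enzyme for full effect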
XIAP displacement – XIAP antagonists, biochemical, IAP family, fluorescence polarization (AID 1018); XIAP BIR domain, fluorescence polarization peptide displacement; higher % means a stronger effect; displacement, % at 20 µM; hits with a dose series show IC50 in µM; 200,000 tested, 0.007% active; in the data active = displacement above about 50%; also: a part of the inactive calls stands beside numbers as strong as those of hits
PMI inhibition – MPI inhibition at elevated mannose 6-phosphate – biochemical, fluorescence intensity, high mannose 6-phosphate, primary screen (AID 1220) | 190,000 tested, 0.66% active | recombinant PMI enzyme, coupled fluorescence intensity; higher % means a stronger effect | one-dose inhibition, % at 20 µM; IC50 in µM for titrated hits
Active calls of the source: *; nt = not tested or not shown; & = joins results of further samples; [ ] = dose if it differs, or a comment. Rule as the data show it, unless noted: active = inhibition above about 50%; inactive = the rest. This is a subset, so the mix of outcomes need not match the whole.

Keys: A = NOD2 inhibition; B = TNAP activation fold; C = KOR beta-arrestin-1; D = human PMI inhibition; E = NOD1 inhibition; F = KOR beta-arrestin-2; G = LYP phosphatase; H = XIAP displacement; I = PMI inhibition
mol: CC(C(=O)N1CCc2ccccc21)N1CCN(c2ccccn2)CC1 (configuration not stated)
  A = 0%; B = 1.1; C = -43%; D = 21%; E = -13%; F = 0.7%; G = -3%; H = -7.1%; I = 13%

mol: CCN(CC)CCNC(=O)CS(=O)Cc1nc(-c2ccc(C)cc2)oc1C (configuration not stated)
  A = 22%; B = 1.1; C = 2%; D = 10%; E = 14%; F = -4.0%; G = -4%; H = -0.7%; I = 9%

mol: O=C(NN=C1CCC(=NNC(=O)c2cccnc2)CC1)c1cccnc1
  A = -3%; B = 0.8; C = 3%[20 µM]; D = -68%; E = 14%; F = -3.9%; G = -6%; H = -6.2%; I = -105%

mol: Cc1ccc(-c2ocnc2C(=O)N2CCN(C(=O)c3cccs3)CC2)cc1
  A = 1%; B = nt; C = -4%; D = nt; E = -8%; F = 2.7%; G = -7%; H = nt; I = nt

mol: CC1CCc2nc(NC(=O)CN3CCN(c4ccc(F)cc4)CC3)sc2C1 (configuration not stated)
  A = 5%; B = 1.1; C = 11%; D = -3%; E = -4%; F = 1.9%; G = 11%; H = -0.6%; I = -1%

mol: CN(Cc1ccccc1)Cc1ccccc1F
  A = -6%; B = 1; C = -20%; D = -5%; E = -12%; F = 9.0%; G = -2%; H = -6.0%; I = -22%

mol: O=C(Nc1ccc(NC(=O)C2CCCCC2)nc1)c1ccco1
  A = -57%; B = 1.1; C = 26%; D = -1%; E = -93%; F = -1.3%; G = -1%; H = -26%; I = -5%

mol: CC(=O)C1=C(O)CCC1=NCCc1ccccc1
  A = -4%; B = 1.1; C = -20%; D = 11%; E = -21%; F = -1.2%; G = -14%; H = -6.7%; I = 1%

mol: C=CCOC(=O)C1=C(C)Nc2nnnn2C1c1cc(OC)ccc1OC (configuration not stated)
  A = -1%; B = 1.1; C = -13%; D = 3%; E = -2%; F = -1.3%; G = -9%; H = 0.7%; I = -1%

mol: CCCN1CCN(C(=S)Nc2ccccc2C(F)(F)F)CC1
  A = 12%; B = 1.1; C = 0%; D = -8%; E = 14%; F = 4.6%; G = -10%; H = -6.0%; I = -17%

mol: NC(=O)CC(NC(=O)Cc1ccc(Cl)cc1)c1ccc(NCC2CC2)c([N+](=O)[O-])c1 (configuration not stated)
  A = -23%; B = nt; C = 46%; D = nt; E = 4%; F = -3.5%; G = 0%; H = nt; I = nt

mol: O=S(=O)(c1ccc(F)cc1)N1CCC(n2cnc3ccccc32)CC1
  A = 39%; B = nt; C = 24%; D = nt; E = -2%; F = -2.7%; G = -7%; H = nt; I = nt

mol: COc1ccccc1/C=C1\SC(=S)N(CCC(=O)NCCCn2ccnc2)C1=O
  A = 0%; B = nt; C = -10%; D = nt; E = -22%; F = 0.6%; G = -10%; H = nt; I = nt

mol: COc1ccc(OC)c(C2C(C(=O)Nc3ccc(F)cc3)=C(C)Nc3nc(CCCO)nn32)c1 (configuration not stated)
  A = 5%; B = 1.1; C = -14%; D = 7%; E = -2%; F = 1.4%; G = -7%; H = -5.3%; I = 2%

mol: Cc1ccc(C(=O)OC2CCS(=O)(=O)c3sccc32)cc1 (configuration not stated)
  A = 7%; B = 1.1; C = 27%; D = 2%; E = -10%; F = -2.1%; G = -1%; H = -5.3%; I = 7%

mol: COc1ccc(-c2nc3c4ccccc4ccn3c2C=O)cc1
  A = -12%; B = 1.1; C = -71%[20 µM]; D = nt; E = -27%; F = nt; G = -2%; H = -2.2%; I = nt

mol: On1nnc2cc(C(F)(F)F)ccc21
  A = -9%; B = 1.1; C = 27%; D = -9%; E = -41%; F = 4.9%; G = 1%; H = -4.8%; I = -1%

mol: Cc1nn(Cc2ccccc2)c2c1C(c1ccco1)C(C#N)=C(N)O2 (configuration not stated)
  A = 4%; B = 1.1; C = -31%; D = -10%; E = 17%; F = -0.4%; G = -5%; H = -2.7%; I = -25%

mol: CCOC(=O)C1=C(C)NC(=S)NC1c1cccs1 (configuration not stated)
  A = -4%; B = 1.1; C = -26%; D = 2%; E = 47%; F = 0.0%; G = -7%; H = -1.2%; I = -4%

mol: Cc1cc(N2CCN(C)CC2)ccc1NC(=O)c1c2c(nc3ccccc13)CCN(Cc1ccccc1)C2
  A = -154%; B = 1.1; C = -59%; D = 6%; E = -45%; F = 6.6%; G = -5%; H = -8.8%; I = 11%

mol: CC1CCC(=NNc2ccc(C(F)(F)F)cc2[N+](=O)[O-])CC1 (configuration not stated)
  A = 17%; B = 1.1; C = 22%; D = 12%; E = 4%; F = 1.5%; G = -6%; H = -18%; I = -1%

mol: C=CCn1c(O)c(N=NC(=O)CNC(=O)/C=C/c2ccc(OC)cc2)c2ccccc21
  A = 13%; B = nt; C = 16%; D = nt; E = -7%; F = 4.0%; G = 11%; H = nt; I = nt

mol: CCOc1ccc(NC(=O)CCC(=O)N/N=C/c2ccc3c(c2)OCO3)cc1
  A = 1%; B = 1.1; C = -20%; D = -6%; E = -27%; F = 5.3%; G = -8%; H = -2.1%; I = -3%

mol: COc1ccc(O)c(C(=O)c2cnc3c(c2)c(-c2ccc(F)cc2)c(C#N)c(=O)n3C)c1
  A = 8%; B = 0.9; C = 1%; D = -9%; E = -31%; F = -0.8%; G = 5%; H = -0.7%; I = 22%

mol: NS(=O)(=O)c1cccc(NC(=O)CSc2nc3ccccc3[nH]2)c1
  A = 9%; B = nt; C = 15%; D = nt; E = -5%; F = 0.7%; G = -5%; H = nt; I = nt

mol: CSc1cccc(NC(=O)Nc2ccccc2)c1
  A = -24%; B = 1.1; C = -20%; D = 15%; E = -14%; F = -2.8%; G = -8%; H = -3.8%; I = 7%

mol: CC(=O)Nc1cccc2c1C(=O)N(c1ccccc1OC(C)=O)C2=O
  A = 2%; B = 1; C = -10%; D = 11%; E = -11%; F = -1.7%; G = -4%; H = -2.2%; I = 15%

mol: O=C(Nc1ccccc1C(=O)NC1CCCCC1)c1ccco1
  A = -8%; B = 1.1; C = 7%; D = -4%; E = -26%; F = -5.3%; G = -6%; H = -1.1%; I = -7%

mol: Cc1cccc(NC(=O)Nc2ccncc2)c1
  A = -2%; B = 1.2; C = 6%; D = -4%; E = -10%; F = -6.0%; G = -2%; H = -3.7%; I = 1%

mol: Cc1cc(OC(=O)c2ccccc2Cl)ccc1N1C(=O)CCC1=O
  A = -15%; B = 1.1; C = -59%[20 µM]; D = -3%; E = -14%; F = -3.4%; G = -1%; H = -1.1%; I = 9%

Brought forward from above: two compounds, followed by the next part.
Keys: A = NOD2 inhibition; B = TNAP activation fold; C = KOR beta-arrestin-1; D = human PMI inhibition; E = NOD1 inhibition; F = KOR beta-arrestin-2; G = LYP phosphatase; H = XIAP displacement; I = PMI inhibition
mol: Cc1cccc(NC(=O)Nc2ccncc2)c1
  A = -2%; B = 1.2; C = 6%; D = -4%; E = -10%; F = -6.0%; G = -2%; H = -3.7%; I = 1%

mol: Cc1cc(OC(=O)c2ccccc2Cl)ccc1N1C(=O)CCC1=O
  A = -15%; B = 1.1; C = -59%[20 µM]; D = -3%; E = -14%; F = -3.4%; G = -1%; H = -1.1%; I = 9%

mol: CCN(CC)CCNC(=O)Cn1nc(Cc2cccnc2)c2ccccc2c1=O
  A = 17%; B = 1; C = -38%; D = -1%; E = -5%; F = -5.9%; G = 1%; H = -2.0%; I = -2%

mol: COc1ccccc1C1(CCNS(=O)(=O)c2ccc(C)cc2)CCOC(C(C)C)C1 (configuration not stated)
  A = 7%; B = 1.1; C = 26%; D = 23%; E = -23%; F = -1.2%; G = 8%; H = -88%; I = 13%

mol: O=C1CCC(C(=O)N2CCC(CCO)CC2)CN1Cc1ccc(Cl)cc1 (configuration not stated)
  A = 2%; B = nt; C = 10%; D = nt; E = -13%; F = -5.3%; G = -12%; H = nt; I = nt

mol: O=C1c2ccccc2NC(c2cnc3ccccc3n2)N1O (configuration not stated)
  A = -89%; B = 1; C = -10%; D = -22%; E = -48%; F = -3.8%; G = -8%; H = 23%; I = -16%

mol: O=C(CSc1nc2ccccc2c(=O)n1-c1ccccc1)NC(=O)CN1CCCC1=O
  A = 20%; B = 1; C = -2%; D = -2%; E = -20%; F = -5.3%; G = -3%; H = -5.2%; I = 0%

mol: Cn1ccnc1C(=O)c1cc(=O)c2ccccc2o1
  A = -13%; B = 1.1; C = 18%; D = 5%; E = -20%; F = 3.5%; G = -7%; H = 0.2%; I = -1%

mol: CCCCc1cc(=O)oc2cc(OCC(=O)N3CCC(C(=O)O)(c4ccccc4)CC3)ccc12
  A = 4%; B = nt; C = 4%[20 µM]; D = nt; E = -18%; F = 0.2%; G = -3%; H = nt; I = nt

mol: CN1[C@@H](CC(=O)c2ccccc2)CCC[C@H]1C[C@H](O)c1ccccc1
  A = 13%&12%; B = 1.1&1.1; C = -29%&-9%; D = -26%&-2%; E = -4%&-2%; F = -0.8%&-3.2%; G = -3%&-1%; H = -1.4%&-3.2%; I = -18%&-3%

mol: C=CCNC(=O)C(=O)NCC(c1ccc2c(c1)OCO2)N1CCN(c2ccc(F)cc2)CC1 (configuration not stated)
  A = 0%; B = nt; C = -34%; D = nt; E = -7%; F = -7.7%; G = -4%; H = nt; I = nt

mol: O=C1NC2(CCCCC2)C(=O)N1CCS(=O)(=O)Oc1ccc(Br)cc1
  A = 20%; B = 1.1; C = -29%; D = -8%; E = 0%; F = 2.5%; G = -4%; H = -4.9%; I = -13%

mol: CC(C)OC(=O)c1c(NC(=O)C2CC=CCC2C(=O)O)sc2c1CCCCC2 (configuration not stated)
  A = 34%; B = nt; C = -18%; D = nt; E = 5%; F = 1.2%; G = -8%; H = nt; I = nt

mol: Cc1nnc(N/N=C/c2cc([N+](=O)[O-])c(N3CCC(C)CC3)cc2N2CCC(C)CC2)n1N
  A = 11%; B = 0.9; C = -52%; D = 8%; E = 42%; F = -7.1%; G = 3%; H = 0.9%; I = -11%

mol: C(=N\N1CCN(Cc2ccccc2)CC1)/c1cccnc1
  A = 4%; B = 1.1; C = -2%; D = 9%; E = -29%; F = 4.3%; G = 1%; H = -3.9%; I = 6%

mol: O=C(O)CN1C(=O)/C(=C\c2cc(Br)ccc2OCc2ccccc2Cl)SC1=S
  A = 23%; B = nt; C = 2%; D = nt; E = 14%; F = -17%; G = -3%; H = nt; I = nt

mol: Cc1cccc(-n2ncc3c2CCCC3NC(=O)C2=CC(=O)CC(C)(C)O2)c1C (configuration not stated)
  A = 31%; B = nt; C = 1%; D = nt; E = -2%; F = -1.6%; G = -2%; H = nt; I = nt

mol: CCOC(=O)c1nn(-c2ccccc2C)c(=O)c(C#N)c1C
  A = 15%; B = 1.1; C = 3%; D = 2%; E = 6%; F = -5.0%; G = -6%; H = -8.2%; I = -5%

mol: N#CC(C#N)=c1ccc2c(c1)NC1(CCCCC1)N=2
  A = 15%; B = 0.8; C = 23%; D = 27%; E = 31%; F = -5.1%; G = -9%; H = 15%; I = 46%

mol: COc1cc(/C=N/Nc2ccc(S(N)(=O)=O)cc2[N+](=O)[O-])cc(OC)c1O
  A = 20%; B = nt; C = 19%; D = nt; E = -7%; F = 1.2%; G = 2%; H = nt; I = nt

mol: CC(C)(C)c1ccc(C(=O)NNC(=O)C(=O)N2CCCCC2)cc1
  A = -8%; B = 1; C = 16%; D = 0%; E = 25%; F = 2.4%; G = -11%; H = -2.6%; I = 5%

mol: NNC(=O)c1ccc(OCC2CC(c3ccc(Cl)cc3)=NO2)cc1 (configuration not stated)
  A = -10%; B = nt; C = 6%; D = nt; E = 5%; F = -1.0%; G = -6%; H = nt; I = nt
